Screens as filed in PubChem BioAssay.
14-3-3g Raf: alters human 14-3-3 gamma binding to Raf peptide; FP, 14-3-3gamma / TMR-pS259-Raf peptide binding; inhibition, % at 40 µM; P61981; AID 422; 160,000 tested, 0.19% active; in the data active = inhibition above about 30%;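 also: 0% = protein plus tracer without compound and 100% = blank with tracer alone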
Target sequence (P61981 whole entry, looked up): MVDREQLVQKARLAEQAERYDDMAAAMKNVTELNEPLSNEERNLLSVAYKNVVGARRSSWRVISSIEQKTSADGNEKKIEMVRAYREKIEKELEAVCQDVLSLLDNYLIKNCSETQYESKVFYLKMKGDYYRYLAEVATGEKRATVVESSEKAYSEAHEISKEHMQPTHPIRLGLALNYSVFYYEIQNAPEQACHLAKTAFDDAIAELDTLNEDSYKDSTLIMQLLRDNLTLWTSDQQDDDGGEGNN
* = called active by the depositor; & = joins results of further samples.

SMILES	14-3-3g Raf
Brc1cccc(C2C=C(c3cccs3)Nc3ncnn32)c1 (centres undefined)	3.7
CCOC(=O)N1CCN(C(=O)CSc2nnc(-c3c[nH]c4ccccc34)n2CCOC)CC1	2.0
COCCn1cc(C(=O)N2CCCCC2)c2c3ccccc3n(C)c2c1=O	-7.0
Cc1cc(C)c(C(=O)c2ccccc2)cc1C(=O)c1ccccc1	-2.7
COc1ccc(N2CCN(CC(O)COc3c(C)cccc3C)CC2)cc1 (centres undefined)	-5.2
CC1CCCCC1NC(=O)c1ccc(N2CCCC2=O)cc1 (centres undefined)	2.4&4.4
COc1ccc(CC(=O)N2CC(=O)Nc3ccc(Br)cc3C2c2ccccc2)cc1OC (centres undefined)	-6.4
CCOC(=O)CSc1nc2ccccc2c(=O)n1CC	-2.0
NS(=O)(=O)c1ccc(N=Cc2ccc([N+](=O)[O-])cc2)cc1	-4.7
O=C(NCCc1nc2ccccc2[nH]1)Nc1ccccc1	-6.3
COC(=O)c1ccc(C(=O)OC)c(NC(=O)c2cc3c(ccc4ccccc43)oc2=O)c1	-7.4
COc1ccccc1N(CC(=O)Nc1cc(Cl)ccc1C)S(=O)(=O)c1ccc(C)cc1	-0.5
COc1ccc(OC)c(NC(=O)Cn2ccc3ccccc3c2=O)c1	1.7
O=C(C1=C(O)C(=O)N(c2ccccn2)C1c1ccccc1)c1cccs1 (centres undefined)	2.8
CCOC(=O)c1c(NC(=O)c2ccc(S(=O)(=O)N3CCCCCC3)cc2)sc(C(C)=O)c1C	0.6
CCCCOc1ccc(C(=O)Nc2ccc([N+](=O)[O-])cc2OC)cc1	1.8
Cn1c(SCC(=O)Nc2ccc3cn[nH]c3c2)nnc1-c1cnccn1	0.3
CC(C)(C)c1ccc(Cn2c(=N)n(CC(N)=O)c3ccccc32)cc1	1.0
CSc1nc2ccc(NC(=O)c3ccc(C(C)(C)C)cc3)cc2s1	-6.0
Cc1cccc(-c2noc(CCCC(=O)Nc3cccnc3)n2)c1	-8.8
C=C(C)CSC1=C(C#N)C(c2ccccc2)CC(=O)N1 (centres undefined)	-1.5
C/C(N)=C(/C#N)C(=O)CSc1ncnc2ccccc12	-20.5
Cc1ccc(CNS(=O)(=O)c2cccc3nsnc23)o1	-11.0
C=CCN(c1ccccc1)S(=O)(=O)c1ccc(F)c(C(=O)Nc2ccc(OC)cc2)c1	-0.7
O=C(CSc1ccc2nnc(-c3cccs3)n2n1)N1CCOCC1	-2.6
Cc1ccc2nc(Nc3nc(=O)c4ccccc4n3C)nc(C)c2c1	-37.8
CC(C)(C)c1ccc(C(=O)Nc2cc3cc(Br)ccc3oc2=O)cc1	-6.2
CCOc1c(Br)cc(C2C(C(=O)N3CCOCC3)=C(C)NC3=C2C(=O)CCC3)cc1OC (centres undefined)	-7.5
O=C1CN(C(=O)COC(=O)C2=COCCO2)c2ccccc2N1	-2.6
COc1cc2c(cc1OC)C(C(=O)NCCCN1CCOCC1)C(c1cccnc1)N(C)C2=O (centres undefined)	-7.4
COc1ccccc1N1CCN(C(=O)C2CCN(S(=O)(=O)N3CCOCC3)CC2)CC1	-7.6
CCOC(=O)c1sc2nc(N3CCOCC3)c3c(c2c1N)CCC3	-7.8
COc1ccc(-n2c(=S)[nH]c3cc(C(=O)Nc4ccc(C)c(F)c4)ccc3c2=O)c(OC)c1	-7.3
Cc1nc2c3ccccc3n(CC(=O)c3ccc(F)cc3)c(=O)n2n1	-7.6
COc1ccc(NC2=C(Cl)C(=O)N(c3cccc(C(F)(F)F)c3)C2=O)cc1Cl	-8.3
O=C(O)C1OC(C(=O)O)C2C1C(F)(F)C2(F)F (centres undefined)	5.3
CSc1sc(C)cc1C1C(C(=O)Nc2cccc(C)n2)=C(C)NC2=C1C(=O)CC(C)(C)C2 (centres undefined)	-3.5
CC(=O)Nc1ccc(S(=O)(=O)NCC2CCC(C(=O)NC3CCCCC3C)CC2)cc1 (centres undefined)	0.1
O=C(CNC1CCCCC1)N1c2ccccc2Sc2ccc(C(F)(F)F)cc21	-0.7
O=C(CSc1nc2ccsc2c(=O)n1CCc1ccccc1)OCc1ccccc1	-0.8
C=CCN(c1ccccc1)C(C(=O)NC1CCCCC1)c1ccc(C)cc1 (centres undefined)	-12.8
CCOC(=O)c1ccc(NC(=O)Nc2ccn(C)n2)cc1	1.4
CC(=O)Nc1ccc(C(=O)Nc2ccccc2C(=O)O)cc1	3.9
CC#CCN(CC#CC)S(=O)(=O)c1ccc(S(=O)(=O)N2CCOCC2)cc1	-3.6
CC1CC(=Cc2ccc3c(c2)OCO3)C2=C(C1)C(c1ccc3c(c1)OCO3)NC(=S)N2 (centres undefined)	-7.6
Fc1ccc2[nH]c3c(Cl)ncnc3c2c1	-8.0
Cc1cc(SCC(=O)Nc2ccccc2)nc(C)n1	-2.2
Cc1cccc(CCNC(=O)C2CCN(S(=O)(=O)c3c(C)nn(C)c3C)CC2)c1	-7.8

Not a retest: an excerpt of the list.
SMILES	14-3-3g Raf
CC(=O)Nc1ccc(S(=O)(=O)NCC2CCC(C(=O)NC3CCCCC3C)CC2)cc1 (centres undefined)	0.1
O=C(CNC1CCCCC1)N1c2ccccc2Sc2ccc(C(F)(F)F)cc21	-0.7

(list continues)
SMILES	14-3-3g Raf
CCC1(CC)NC(=S)N(c2cccc(C)c2C)N1	-0.7
CCc1nnc(NC(=O)CSc2nnc(Cc3ccccc3)n2-c2ccccc2)s1	0.8
COc1ccc(-c2cc(C(F)(F)F)nc(NCc3ccc(F)cc3)n2)cc1OC	-4.5
CCOc1cc(C(=O)NCC(C)CN(C)C)cc(OCC)c1OCC (centres undefined)	-6.9
Cn1cc(CNC(=O)C2CCCCC2)cn1	-5.5
CCOC(=O)CC1C(=O)NC2CCCCC2N1C(=O)Nc1ccc(Cl)cc1 (centres undefined)	5.5
O=[N+]([O-])c1ccccc1C(=NS(=O)(=O)c1ccccc1)Nc1ccccc1	1.8
Cc1cccc2nc(-c3ccccn3)c(Nc3ccc(C(C)C)cc3)n12	-5.7
O=[N+]([O-])c1ccc(S(=O)(=O)N(Cc2ccco2)CC2CCCO2)cc1 (centres undefined)	-0.9
CC1CCc2nn(CC(=O)NCCCN3CCOCC3)cc2C1 (centres undefined)	-6.0
CCCCOC(=S)SCc1ccc(Cl)s1	-15.5
Cc1cccc(C)c1NC(=O)CS(=O)(=O)c1cccc2nsnc12	2.8

In the list so far, four contain a nitro group on carbon:
SMILES	14-3-3g Raf
NS(=O)(=O)c1ccc(N=Cc2ccc([N+](=O)[O-])cc2)cc1	-4.7
CCCCOc1ccc(C(=O)Nc2ccc([N+](=O)[O-])cc2OC)cc1	1.8
O=[N+]([O-])c1ccccc1C(=NS(=O)(=O)c1ccccc1)Nc1ccccc1	1.8
O=[N+]([O-])c1ccc(S(=O)(=O)N(Cc2ccco2)CC2CCCO2)cc1 (centres undefined)	-0.9

Remaining list, next part:
SMILES	14-3-3g Raf
O=C(CC(Nc1cc(C(F)(F)F)ccc1Cl)C(=O)O)c1ccccc1 (centres undefined)	-7.6
O=C1CC(Cc2ccccc2)C(=O)N1c1ccc(Cl)cn1 (centres undefined)	-3.9
CCC1CCCCN1C(=O)Cn1c(=O)n(-c2ccccc2)c(=O)c2c(C)c(C)sc21 (centres undefined)	3.7
Cc1sc2ncnc(-n3cnc4ccccc43)c2c1C	0.4
COc1ccc(C2C3=C(Nc4ncnn42)c2ccccc2OC3c2ccccc2)cc1 (centres undefined)	-3.2
CCCOC(=O)c1ccc(Oc2c(-c3ccc(OC)cc3O)n[nH]c2C)cc1	8.8
N#Cc1c(NC(=O)C2CC(Cl)=CCC2C(=O)O)sc2c1CCCCC2 (centres undefined)	-17.5
CCOc1ccccc1NC(=O)c1cc(S(=O)(=O)NCc2ccccc2Cl)ccc1F	-7.5
Cc1ccc(N(c2ccc(C)cc2)c2cccnc2)cc1	-0.8
O=C1CSc2ccc(C(=O)N3CCN(c4cccc(Cl)c4)CC3)cc2N1	-0.8
CCCCCNC(=O)c1cc(S(=O)(=O)N2CCCC(C)C2)ccc1F (centres undefined)	4.1
COc1ccccc1N1CCN(C(=O)C(C)N(c2ccc(C)c(C)c2)S(C)(=O)=O)CC1 (centres undefined)	2.0
O=C(c1ccc2c(=O)n(-c3ccccc3)c(=O)[nH]c2c1)N1CCN(c2cccc(Cl)c2)CC1	8.3
O=C1CC(c2ccccc2Cl)CC2=C1C(c1cccc(C(F)(F)F)c1)Nc1ccccc1N2 (centres undefined)	14.2
CCOC(=O)c1ccc2[nH]c3c(c2c1)CN(C)CC3	2.2
COc1ccc(C2SC(C)C(=O)N2Cc2ccccc2)cc1 (centres undefined)	-4.2
O=C(CSc1ncccn1)c1ccc(O)c(O)c1	-3.9
CCc1ccc2nc(N3CCC(C(=O)NC4CC4)CC3)sc2c1	-7.2
O=C(O)CSc1cc(NS(=O)(=O)c2ccc(Br)cc2)c2ccccc2c1O	-33.1
Cn1ncc([N+](=O)[O-])c1C(=O)NCC(=O)O	0.3
COc1ccc(CC(=O)N2N=C(C)CC2(O)C(F)(F)F)cc1 (centres undefined)	-12.7
O=C(NCc1ccccc1)c1cc2ccccc2o1	1.2
OCC#CCSc1nnc(-c2ccc(Br)cc2)o1	-7.0&-10.2
Cc1ccc(C(C)C)c(OCC(=O)Nc2cc(-c3nc4ncccc4o3)ccc2C)c1	4.1

Taken from above.
CCc1ccc2nc(N3CCC(C(=O)NC4CC4)CC3)sc2c1 | 14-3-3g Raf = -7.2
COc1ccc(CC(=O)N2N=C(C)CC2(O)C(F)(F)F)cc1 (centres undefined) | 14-3-3g Raf = -12.7
O=C(c1ccc2c(=O)n(-c3ccccc3)c(=O)[nH]c2c1)N1CCN(c2cccc(Cl)c2)CC1 | 14-3-3g Raf = 8.3
Cn1ncc([N+](=O)[O-])c1C(=O)NCC(=O)O | 14-3-3g Raf = 0.3
COc1ccc(C2SC(C)C(=O)N2Cc2ccccc2)cc1 (centres undefined) | 14-3-3g Raf = -4.2
O=C(CSc1ncccn1)c1ccc(O)c(O)c1 | 14-3-3g Raf = -3.9

(cont.)
SMILES	14-3-3g Raf
CN1CCCC1CCOC(C)(c1ccccc1)c1ccc(Cl)cc1 (centres undefined)	-5.7
Nc1cc(Oc2ccc(Cl)cc2)cc(Sc2ccccn2)c1	-14.1
Cc1cccc(N(CC(=O)NC2CC3CCC2C3)S(=O)(=O)c2ccccc2)c1C (centres undefined)	1.1
Nc1nc2c(s1)C(=O)CC(c1ccccc1)C2 (centres undefined)	-4.2
Cc1ccc(CNC(=O)CCNC(=O)Cn2ccc3ccccc3c2=O)o1	-4.9
CCOC(=O)C1CCCN(C(=O)c2sc3nc(C)nc(N(CC)CC)c3c2C)C1 (centres undefined)	-3.5
COC(=O)c1ccc2c(=O)n(CCC3=CCCCC3)c(=S)[nH]c2c1	-9.6
CC1CCN(CCC(=O)Nc2ccc(OC(F)(F)Cl)cc2)CC1	-1.2
Cc1cc(C)c(C#N)c(SCC=Cc2ccccc2)n1	-11.6
O=C(CSCc1ccccn1)Nc1ccccc1	-2.4
O=C(Nc1ccc2ccccc2c1)c1cccnc1	-2.0
COc1cccc(-n2nc(C(=O)NC3CCCC(C)C3C)c3ccccc3c2=O)c1 (centres undefined)	2.0
O=C(Nc1ccc(-c2nc3ccccc3s2)cc1)c1cc([N+](=O)[O-])ccc1Cl	-3.5
Cc1ccc(C(=O)Nc2cc(-c3nn(C)c(=O)c4ccccc34)ccc2N2CCOCC2)cc1	0.9
CC(C)Oc1ccc(-c2cc(C(=O)O)c3cc(Br)ccc3n2)cc1	-13.3
Cn1c(=O)c2c(SCc3ccccc3)nc(-c3ccco3)nc2n(C)c1=O	-1.3
Cc1csc(NC(=O)CSc2nnc(C)s2)n1	-10.3
COC(=O)c1cc(NC(=O)c2cc3c(C)nn(-c4ccccc4)c3s2)cc(C(=O)OC)c1	-9.1
COc1cccc(CN2CCC(N3CCN(CCO)CC3)CC2)c1	12.7
COC(=O)CSc1nnc(CNc2ccc(F)cc2)o1	-6.3
Cc1cccc(N(C(=O)CCC(=O)Nc2cc(C)on2)C(C(=O)NC2CCCC2)c2ccncc2)c1 (centres undefined)	0.7
COc1ccc(-n2c(SCc3nnc(-c4ccccc4)o3)nnc2-c2ccccc2)cc1	-8.7
O=C(Nc1ccc(F)cc1)N1CCN(c2ccccc2F)CC1	-7.8
c1csc(-c2csc3ncnc(NCCCN4CCOCC4)c23)c1	-4.2
OCCN(Cc1ccccc1)Cc1ccc(F)c(F)c1	-4.8
CCN(CCCNC(=O)c1cc2cc3ccc(OC)cc3nc2s1)c1ccccc1	-5.3
O=C1CN(C(=O)C2CCCCC2)C(c2ccccc2)c2cc(F)ccc2N1 (centres undefined)	-7.0
COc1ccc(N2CCN(CCNC(=O)c3c(C)cc(=O)oc3C)CC2)cc1	-5.0
COc1ccc(N(C(=O)c2cc(OC)c(OC)c(OC)c2)S(=O)(=O)c2ccc(C)cc2)cc1	-3.2
COc1cc(C2C(=O)N(C3CCCCC3)CC(=O)N2Cc2ccc3c(c2)OCO3)ccc1OC(C)C (centres undefined)	1.0
Cc1cc(C)c2c(=O)[nH]n(C3CC(C)N(C)CC3C)c2n1 (centres undefined)	-4.4
NC(=O)C1CCN(C2CC(=O)N(CCC(c3ccccc3)c3ccccc3)C2=O)CC1 (centres undefined)	-0.6
CCN(CC)C(=O)CSc1nnc([C@@H](NC(=O)OC(C)(C)C)C(C)C)o1	-4.2
C=CCSc1nc2c(cnn2-c2ccc(C)c(C)c2)c(=O)[nH]1	4.1&-8.2
Cn1cnnc1SCC(=O)Nc1ccccc1	-2.1
O=C(c1cnn2c(C(F)(F)F)cc(-c3ccccc3)nc12)N1CCc2ccccc2C1	-6.9
CCOc1ccc(C(=O)Nc2cccc(C(=O)Nc3cccc4ccccc34)c2)cc1[N+](=O)[O-]	-20.9
COc1cc(-c2nc(Nc3ccc(C)cc3)c3ccccc3n2)cc(OC)c1OC	0.3
CC(=O)Nc1c(C(=O)N2CCOCC2)sc2nc3c(cc12)COC(C)(C)C3	-7.0
C=CCOc1ccc2c(C)c(Cc3ccccc3)c(=O)oc2c1I	13.7
COc1ccc(OC)c(NC(=O)C2C3CC4OC(=O)C2C4C3)c1 (centres undefined)	8.6
COc1cccc2cc(-c3csc(Nc4ccccc4C(F)(F)F)n3)c(=O)oc12	-15.5
NC(=O)C1CCCN(C(=O)c2ccc(Cl)cc2)C1 (centres undefined)	7.7
O=C(O)CCc1ccc(-c2ccccc2)o1	-6.7
CN1C(=O)CC(c2ccco2)Sc2ccccc21 (centres undefined)	-8.5
Cc1nnc(SCC(=O)c2ccc(Cl)cc2)s1	-5.1
Cc1cc(NC(=O)COC(=O)C(Cc2ccccc2)NC(=O)c2ccco2)no1 (centres undefined)	1.8

A portion of the library, so the mix of outcomes need not match the whole.
